# GLP-1R agonist: agonists of human GLP-1 receptor | HEK293 GLP-1R CRE-luciferase, luminescence, 4-6 h; cells express a hypersensitive GLP-1R form | hit rate 0.007% among 380,000 | P43220 | Potency, µM (doses to about 45.6 µM), for the others: at the top dose activation, actives largely listed as activators; further: potency means the concentration at half of the fitted maximal effect; % of control where 0% means no effect
# Target sequence (P43220 whole entry, looked up): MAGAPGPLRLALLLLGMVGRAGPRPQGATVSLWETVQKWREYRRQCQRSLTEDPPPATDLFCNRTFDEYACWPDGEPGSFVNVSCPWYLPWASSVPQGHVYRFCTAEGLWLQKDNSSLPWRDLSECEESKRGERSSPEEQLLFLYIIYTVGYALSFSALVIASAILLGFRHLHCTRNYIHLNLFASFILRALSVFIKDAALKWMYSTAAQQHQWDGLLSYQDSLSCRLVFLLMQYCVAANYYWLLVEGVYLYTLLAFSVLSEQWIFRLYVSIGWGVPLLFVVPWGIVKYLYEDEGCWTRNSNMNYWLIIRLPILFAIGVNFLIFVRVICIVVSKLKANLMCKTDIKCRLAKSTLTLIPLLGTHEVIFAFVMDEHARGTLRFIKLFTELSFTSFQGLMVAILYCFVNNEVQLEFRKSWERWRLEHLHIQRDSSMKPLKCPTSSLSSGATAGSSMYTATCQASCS
# SW480 rerep: induces DNA re-replication in SW480 colon adenocarcinoma cells; SW480 DNA re-replication, Hoechst DNA content imaging, 48 h; Potency, µM (doses to about 46.1 µM), for the others: top-dose re-replication activation, most hits filed as activators; hit rate 1.8% among 340,000; AID 624297; further: potency means the concentration at half of the fitted maximal effect; % of control where 0% means no effect; nearly all actives have a fitted effect of over 55% in size
#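 First, 250 cells per well were seeded. Next, compound or vehicle (23 nL) was pinned in, plates sat 48 hr at 37 C. Finally Hoechst was added for 40 min before fluorescence scanning.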
# HT1080NT lethal: kills 2HG-producing HT-1080-NT fibrosarcoma cells; HT-1080-NT fibrosarcoma viability, CellTiter-Glo ATP luminescence, 48 h; Potency, µM (doses to about 46.1 µM), inactives show at the highest dose activity, negative = less viability, hits mostly cytotoxic; hit rate 1.6% among 360,000; AID 686970;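 further: NT is the 2HG producing partner of a matched IDH1 knockdown line; potency means the concentration at half of the fitted maximal effect; 0% = DMSO-treated cells and -100% = media-only wells without cells; nearly all actives have a fitted effect of over 55% in size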
#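 HT-1080-NT; 750 cells/well; 5% FBS RPMI; 48 h compound, 37 degrees C; CellTiter-Glo luminescence; curve fitting and curve-class assignment.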
# HT1080 IDH1KD tx: kills HT-1080 cells with IDH1 knockdown; HT-1080 IDH1 knockdown viability, ATP luminescence, 48 h; Potency, µM (titrated, usually from 46.1 µM), for the others: top-dose activity, negative = toxicity, most hits filed as cytotoxic; hit rate 2% among 360,000; AID 686971;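 further: potency means the concentration at half of the fitted maximal effect; 0% = DMSO wells and -100% = cell-free medium wells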
#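 CellTiter-Glo luminescence after 48 h compound exposure at 37 degrees C of IDH1-knockdown HT-1080 cells in 5% FBS RPMI. %Activity scaled between DMSO wells and cell-free media wells, with curves fitted and assigned curve classes.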
# IL1B secr inh: inflammasome signaling inhibition, IL-1 beta readout; THP-1 LPS/ATP IL-1B secretion, AlphaLISA, 16 h; active compounds read low; activity change, % at 57.5 µM; hit rate 4.7% among 360,000; in the data active means activity change below about -50%; inconclusive means mostly about -30% to -49%; further: on the % scale 0 is the no-effect control and ±100 the full control effect
#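 Secreted IL-1B measured by AlphaLISA bead assay after 16 h compound exposure of THP-1 cells; compounds (final up to 57.5 uM) added 1 h before LPS (250 ng/mL) and ATP (1.25 mM) stimulation; lower signal means less secretion.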
# KB-3-1 tox: KB-3-1 parental cell cytotoxicity; KB-3-1 viability, CellTiter-Glo ATP luminescence, 72 h; Potency, µM (highest dose often 46.1 µM), inactives show at the highest dose activity change, negative = cytotoxic, most hits filed as cytotoxic; hit rate 1.4% among 400,000; further: potency means the concentration at half of the fitted maximal effect; on the % scale 0 is the no-effect control and ±100 the full control effect; nearly all actives have a fitted effect of over 60% in size
#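 Parental KB-3-1 adenocarcinoma cells in phenol-red-free DMEM with 10% FBS were pin-treated with compounds at several concentrations, incubated 72 h at 37 °C, and viability read by CellTiter-Glo luminescence; concentration-effect curves were fitted after normalization.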
# D3 ag: D3 dopamine receptor (human) agonism. hit rate 0.58% among 410,000. max activation, %. D3R DiscoveRx beta-arrestin cells, luminescence, 90 min; in the data active means max activation above about 30%; further: 0% is about no effect; mostly tested at two doses, the higher about 12 µM
# Target sequence (P35462 whole entry, looked up): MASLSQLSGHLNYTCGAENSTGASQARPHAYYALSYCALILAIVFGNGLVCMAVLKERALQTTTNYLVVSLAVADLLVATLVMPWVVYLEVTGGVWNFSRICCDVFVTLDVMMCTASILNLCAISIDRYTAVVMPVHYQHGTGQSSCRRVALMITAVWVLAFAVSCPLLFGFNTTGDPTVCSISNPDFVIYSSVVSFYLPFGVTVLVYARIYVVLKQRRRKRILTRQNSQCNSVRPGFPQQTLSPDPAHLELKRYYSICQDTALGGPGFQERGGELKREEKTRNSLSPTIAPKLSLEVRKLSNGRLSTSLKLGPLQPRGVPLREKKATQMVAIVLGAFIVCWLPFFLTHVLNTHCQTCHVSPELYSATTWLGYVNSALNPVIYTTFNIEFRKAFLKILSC
#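 Agonist-mode cell screen: cells plated at 1500/well and incubated overnight at 37 °C, then exposed to library compounds for 90 min at 37 °C. Detection reagent was added for 30–60 min at room temperature, and luminescence was read.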
# KB-V1 cytotox: kills drug-selected multidrug resistant KB-V1 cells; KB-V1 MDR cells viability, CellTiter-Glo, 72 h; Potency, µM (highest dose often 46.1 µM), for inactives: at the highest dose activity change, negative = cytotoxicity, hits mostly cytotoxic; hit rate 3.4% among 400,000; AID 1347076; further: potency means the concentration at half of the fitted maximal effect; on the % scale 0 is the no-effect control and ±100 the full control effect; nearly all actives have a fitted effect of over 60% in size
#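 qHTS viability screen in drug-selected KB-V1 MDR cells: 72 h compound treatment at 37 degrees C, ATP luminescence end point.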
# DRD3 antagonist: blocks the human D3 dopamine receptor; P35462; D3R cells, DiscoveRx beta-arrestin luminescence, antagonist mode; active compounds read low; max response, negative = inhibition, %; hit rate 2.5% among 360,000; AID 652054; in the data active means max response below about -50%; inconclusive means no clear call, values can overlap the other calls; further: on the % scale 0 is the no-effect control and ±100 the full control effect; mostly tested at two doses, the higher about 12 µM
#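 Cells expressing the human receptor were seeded at 1500 cells/well, incubated overnight at 37 degrees C in 5% CO2, then exposed to library compounds with dopamine controls for 90 minutes at 37 degrees C before luminescent detection.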
# An asterisk follows results filed as active; ? = inconclusive; . = no result given; & = joins results of further samples; [ ] = another dose, or the depositor's remark. Unless noted, the call rests on the fitted dose curve; in most records, active means well fitted curve in the direction sought with a large enough effect; inconclusive means small, poorly fitted or top-dose-only effect, or another doubt; inactive means no such curve, though single readings can be large; an effect the other way counts as inactive or inconclusive.
SMILES,GLP-1R agonist,SW480 rerep,HT1080NT lethal,HT1080 IDH1KD tx,IL1B secr inh,KB-3-1 tox,D3 ag,KB-V1 cytotox,DRD3 antagonist
CSc1nnc2c(n1)OC(C)=Nc1ccccc1-2,-14%,1%,-3%,0%,15,1%,-8,6%,15
CCOC(=O)c1c(S(=O)(=O)NCCc2ccccc2)c(C)n(C)c1C,11%,1%,0%,5%,-12,-6%,-2,-9%,-6
CCCCCCCCOc1ccc(C2OC34CCCCC3C(C#N)(C#N)C2(C#N)C(=N)O4)cc1 (configuration not stated),-5%,8%,-13%,-1%,39,-8%,6,17%,7
CC(C)(C)n1nnnc1CN(Cc1ccco1)Cc1cc2cc3c(cc2[nH]c1=O)OCO3,7%,-4%,11%,5%[9.24 µM],-1,2%,-1,?,?
Nc1ccc2oc(-c3cccc(Br)c3)nc2c1,12%,?,-3%,1%,-2,-19%,-9,-7%,-3
COc1ccc(C)cc1NC(=O)c1cc2c(=O)n3ccccc3nc2n1C,2%,?,18%,29%,-19,11%,5,-13%,12
CC(=O)NC(C)C(c1cccs1)N1CCN(c2ccccc2)CC1 (configuration not stated),0%,-13%,15%,8%,-11,-2%,8,?,-9
O=C(CNC(=O)c1ccccc1)c1ccccc1,-5%,-15%,?,0%,-6,15%,7,0%,3
Cc1ccc(S(=O)(=O)N2CCCCC2)cc1NS(=O)(=O)c1ccc(Cl)c(C(=O)O)c1,-6%,1%,5%,0%,9,8%,3,17%,10
Cc1ccc(CNC(=S)NC2CCCCC2)cc1,-1%,-8%,-7%,-3%,2,-7%,4,7%,-17
CCCOc1ccc(C(=O)Nc2c(C(=O)c3ccc(C)cc3)oc3ccccc23)cc1,-6%,.,.,.,.,2%,2,-8%,.
COc1ccc(CCCc2nnc(SCC(=O)Nc3nccs3)n2C)cc1C,0%,0%,-3%,-6%,10,-3%,-8,0%,-10
O=C(OCc1cc(=O)n2ccsc2n1)c1ccc(OC(F)F)cc1,6%,?,-2%,-7%,-9,6%,2,-12%,23
COc1cc(-c2nnc(SCc3cc(=O)oc4cc(O)c(O)cc34)o2)cc(OC)c1OC,4%,13%,-3%,?,72,0%,13,0%,25
NS(=O)(=O)c1ccc(CNC(=O)c2cc(=O)[nH]c3ccccc23)cc1,5%,-2%,6%,-1%,28,3%,3,-9%,4
COc1cc2c(cc1OC)-c1cc(NCc3ccccn3)nc(=O)n1CC2,?,0%,-3%,-1%,?,-3%,5,7%,3
COCCOC(=O)C1=C(C)NC(=O)NC1C1CC=CCC1 (configuration not stated),-5%,-1%,1%,0%,12,12%,-10,4%,-14
COc1cc(O)oc1C=Nc1ccc(Cl)cc1Cl,1%,-8%,0%,-3%,0,17%,0,15%,-16
CCc1ccc(CNC(=O)c2cc3c(C)nc4ccccc4c3o2)cc1,9%,8%,0%,-8%,-16,-27%,-1,1%,6
NC(=O)c1cc(S(=O)(=O)NCc2ccccc2)cs1,5%,-12%,7%,0%,21,1%&-3%,4&-11,6%&-2%,0
Cc1nn(C(C)CC(=O)O)c(C)c1C (configuration not stated),-1%,-2%,5%,-1%,-11,-3%,-8,3%,11
COc1ccc(N2C(=O)CCC2(C#N)c2ccc(OC)cc2)cc1 (configuration not stated),-8%,0%,-4%,-7%,12,-2%,0,4%,7
CCOC(=O)C(=Cc1ccc2c(c1)OCO2)c1ccccc1,21%,19%,-8%,-6%,-6,-3%,7,0%,0
CN(C(=O)c1coc(=O)c2ccccc12)c1ccccc1Cl,-1%,-92%[inhibitor][1.84 µM],-4%,-29%,15,-9%,-10,?,?
Cc1ccc(C(C)NC(=O)/C(C#N)=C\c2c(C)[nH]c3ccccc23)cc1 (configuration not stated),-2%,?,?,?,-28,-4%,-12,12µM*,15
CCOC(=O)Nc1ccc2c(c1)N(C(=O)CCN(C)C)c1ccccc1S2,-5%,13%,6%,6%,?,-28%,-2,?,-20
Cc1sc2nc(SCc3nnc(-c4cccs4)o3)n(C3CCCC3)c(=O)c2c1C,-2%,15%,0%,-3%,18,-15%,5,21µM*,28
CS(=O)(=O)N1CCN(c2ccc([N+](=O)[O-])c(NCc3ccc(Cl)cc3)c2)CC1,10%,11%,?,?,12,-4%,-11,-9%,?
O=C(/C=N/O)Nc1cccnc1,1%,-7%,13%,15%,6,13%,7,5%,2
Cc1nc(/C=C/c2ccccc2)cc(/C=C/c2ccccc2)n1,1%,1%,26%,17%,0,18%,-4,?,66
CCC(C(=O)Nc1ccc(C(=O)O)cc1NC(=O)C(CC)c1ccccc1)c1ccccc1 (configuration not stated),0%,-6%,-3%,-3%,-1,-1%,3,8%,-5
C=CCN(c1ccccc1)S(=O)(=O)c1cc2c(cc1C)N(C)CCO2,18%,-3%,-11%,3%,6,-24%,-1,-11%,14
Cc1ccc(NC(=S)Nc2ccc3cn[nH]c3c2)cc1,-2%,2%,8%,0%,-3,18%,-1,-10%,-10
CCOC(=O)c1oc2nc3c(cc2c1N)COC(C)(C)C3,-4%,-5%,0%,2%,-5,17%,0,0%,-17
Cc1c(NC(=S)NC(=O)Cc2ccccc2)cccc1C(=O)O,-10%,-9%,23%,3%,8,1%,0,-13%,21
CC(=O)Nc1c(F)c(F)c(F)c(F)c1F,-5%,1%,-10%,2%,2,1%,0,-13%,?
O=C(O)CCc1ccc(S(=O)(=O)Nc2ccc(OCc3ccccc3)cc2)cc1,3%,-29%,-6%,-5%,24,-4%,1,-1%,11
COc1ccc(Cc2nnc(NC(=O)c3ccco3)s2)cc1,0%,-3%,0%,-1%,-23,12%,1,2%,-9
CCc1nnc(NCC(=O)N2CCc3ccccc32)s1,-9%,6%,0%,-1%,60,-22%,-3,0%,7
CCOC(=O)C1CCCN(CC(O)COc2cccc(C)c2)C1 (configuration not stated),-4%,0%,9%,15%,2,9%,-6,-5%,-23

# Ordered by molar mass (lowest first): some entries from above.
SMILES,GLP-1R agonist,SW480 rerep,HT1080NT lethal,HT1080 IDH1KD tx,IL1B secr inh,KB-3-1 tox,D3 ag,KB-V1 cytotox,DRD3 antagonist
O=C(/C=N/O)Nc1cccnc1,1%,-7%,13%,15%,6,13%,7,5%,2
CC(=O)Nc1c(F)c(F)c(F)c(F)c1F,-5%,1%,-10%,2%,2,1%,0,-13%,?
Cc1ccc(NC(=S)Nc2ccc3cn[nH]c3c2)cc1,-2%,2%,8%,0%,-3,18%,-1,-10%,-10
CCc1nnc(NCC(=O)N2CCc3ccccc32)s1,-9%,6%,0%,-1%,60,-22%,-3,0%,7
CCOC(=O)c1oc2nc3c(cc2c1N)COC(C)(C)C3,-4%,-5%,0%,2%,-5,17%,0,0%,-17
CCOC(=O)C(=Cc1ccc2c(c1)OCO2)c1ccccc1,21%,19%,-8%,-6%,-6,-3%,7,0%,0
CCOC(=O)C1CCCN(CC(O)COc2cccc(C)c2)C1 (configuration not stated),-4%,0%,9%,15%,2,9%,-6,-5%,-23
COc1ccc(N2C(=O)CCC2(C#N)c2ccc(OC)cc2)cc1 (configuration not stated),-8%,0%,-4%,-7%,12,-2%,0,4%,7
Cc1ccc(C(C)NC(=O)/C(C#N)=C\c2c(C)[nH]c3ccccc23)cc1 (configuration not stated),-2%,?,?,?,-28,-4%,-12,12µM*,15
CS(=O)(=O)N1CCN(c2ccc([N+](=O)[O-])c(NCc3ccc(Cl)cc3)c2)CC1,10%,11%,?,?,12,-4%,-11,-9%,?

# Later entries.
SMILES,GLP-1R agonist,SW480 rerep,HT1080NT lethal,HT1080 IDH1KD tx,IL1B secr inh,KB-3-1 tox,D3 ag,KB-V1 cytotox,DRD3 antagonist
CCn1cc(C(=O)O)c(=O)c2cc(OC)ccc21,-9%,-10%,7%,5%,-5,10%,0,-11%,1
COc1cc2c3c(c1OC)C1(C=CC(=NNC(N)=O)C=C1)CC3N(C(C)=O)CC2 (configuration not stated),7%,-9%,14%,1%,14,-3%,-2,16%,11
C=CCN1C(=O)CN=C1Nc1ccccc1,-7%,1%,-6%,10%,30,-1%,-5,7%,18
Cc1cc(=O)[nH]c2nnc(SCC(=O)N3CC(C)OC(C)C3)n12 (configuration not stated),-1%,-1%,26%,15%,0,3%,1,?,9
COC(=O)c1c(C(=O)OC)c(-c2cccc(C)c2)n2c1CS(=O)(=O)C2,10%,4%,2%,0%,-5,-1%,4,-4%,6
COc1cc(/C=C/C(=O)OCC(=O)N2CCCc3ccccc32)ccc1OCC#N,?,3%,6%,0%,?,0%,-4,-24%,36
O=S(=O)(CCN1CCCCC1)Oc1ccc(Cl)cc1Cl,4%,-5%,1%,1%,-8,-4%,-17,4%,-6
C[n+]1ccc(CC2C(=[N+]([O-])[O-])C=Nc3ncnn32)cc1 (configuration not stated),15%,-7%,2%,12%,17,0%,0,6%,-2
O=C(NCCc1nc2ccccc2[nH]1)c1ccc([N+](=O)[O-])cc1,5%,?,8%,0%,4,7%,6,-17%,2
Cc1ccc(N(CC(=O)NCCSc2ccccn2)S(C)(=O)=O)cc1,9%,-16%,11%,-2%,0,-4%,-2,-4%,1
O=C(NC1CCCC1)C1c2ccccc2OCC(=O)N1Cc1ccco1 (configuration not stated),2%,.,19%,7%,27,19%,0,-5%,-16

# Source: PubChem BioAssay (National Center for Advancing Translational Sciences (NCATS))

# Random draw from the library; any-hit rate near 12%.
